# cln2 rad14 = NCI yeast anticancer drug screen, S. cerevisiae cln2 rad14 strain; % growth inhibition at 50 µM; actives 8.3% (n = 78,000); AID 165, 2004;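 also: 0% = growth of vehicle-only cultures of the same strain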
#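 Yeast carrying cln2 and rad14 alterations (cell cycle control and DNA damage repair) were exposed to compounds. Growth inhibition was measured against vehicle-treated controls.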
# mec2-1 = NCI yeast anticancer drug screen, S. cerevisiae mec2-1 strain; growth inhibition, % at 50 µM; AID 157, 2004; actives 9% (n = 79,000);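 also: 0% = growth of vehicle-only cultures of the same strain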
#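 Strain: mec2-1 (DNA repair/cell cycle alteration). Compound exposure, then growth measured; inhibition expressed relative to vehicle.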
# yeast rad50 = NCI yeast anticancer drug screen, S. cerevisiae rad50 strain | growth inhibition, % at 50 µM | AID 155, 2004 | actives 10% (n = 79,000);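 also: 0% = growth of vehicle-only cultures of the same strain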
#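 Cells are treated with compound, grown, and their growth is then scored against vehicle-only cultures of the same repair-deficient yeast strain.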
# sgs1 mgt1 = NCI yeast anticancer drug screen, S. cerevisiae sgs1 mgt1 strain | % growth inhibition at 50 µM | actives 10% (n = 78,000);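 also: 0% = growth of vehicle-only cultures of the same strain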
#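 Read-out: growth inhibition vs vehicle controls. Cells: mutant yeast strain deficient in DNA damage repair.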
# mlh1 rad18 = NCI yeast anticancer drug screen, S. cerevisiae mlh1 rad18 strain | growth inhibition, % at 50 µM | actives 11% (n = 79,000);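 also: 0% = growth of vehicle-only cultures of the same strain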
#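 Cells of a genetically altered yeast strain, deficient in DNA damage repair, were treated with compound. Their growth was then compared with that of vehicle-treated cultures to give inhibition.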
# bub3 = NCI yeast anticancer drug screen, S. cerevisiae bub3 mutant strain | actives 9.9% (n = 78,000) | growth inhibition, % at 50 µM;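 also: 0% = growth of vehicle-only cultures of the same strain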
#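 Growth of a checkpoint-deficient yeast mutant is measured after compound exposure. Values represent inhibition relative to vehicle.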
# An asterisk follows results filed as active; . = no result given; & = joins results of further samples. Rule as the data show it: active = growth inhibition above about 70%; inactive = the rest.
SMILES,cln2 rad14,mec2-1,yeast rad50,sgs1 mgt1,mlh1 rad18,bub3
CCOC(=O)C(C(=O)OCC)=C(C)CC,-4,-18,-15,-15,-20,-33
CCCCC(CC)OC(=O)c1cccc(C)c1 (stereo not drawn),-7,2,9,18,7,0
CCN(CC)CCNc1ccc(C)c2sc3ccc(O)cc3c(=O)c12,91*,92*,90*,92*,91*,91*
CC(=O)Nc1cc(-c2ccccc2)ccc1O,32,30,57,57,57,40
CN(C)CCN(CCN(C)C)CCN(C)C,9,-22,7,12,15,25
CCC(OC(C)=O)c1ccc2c(c1)OCO2 (stereo not drawn),34,-6,37,-3,26,19
Cc1nc2c(ncn2C2OC(CO)C(O)C2O)c(=O)[nH]1 (stereo not drawn),-4,11,-3,-3,-18,1
CC(=O)Nc1nc(C(N)=O)cs1,-31,-6,-2,-10,-18,2
O=C1c2cccc3c([N+](=O)[O-])ccc(c23)C(=O)N1Cc1ccco1,6,5,7,34,2,12
c1ccc(CNc2ncnc3[nH]ncc23)cc1,-7,26,36,-8,9,5
Cc1ncc([N+](=O)[O-])n1Cc1nncs1,-32,-11,-9,-8,-14,-19
CCCC1(C)OCC(COC(C)=O)O1 (stereo not drawn),-1,-7,-22,-11,-10,-11
N=C(N)SCNC(=O)NCSC(=N)N,-14,8,-3,-3,4,4
COc1ccc2c(c1)[nH]c1c3ccc(OC)cc3oc(=O)c21,2,-50,-52,-36,-34,-39
O=c1[nH]cnc2c1ncn2CCCc1ccccc1,-70,8,-1,3,-17,3
CCN(CC)c1ccc(/C=N/NS(=O)(=O)c2ccc(N)cc2)cc1,-23,-34,-5,4,-24,-32
O=C(NN1CCCCCC1)c1ccc(C(=O)NN2CCCCCC2)cc1,-23,-9,12,-6,-7,-16
O=c1[nH]c2ccccc2[nH]c1=O,5&6,9&-9,8&31,-20&10,-25&28,-24&17
CCOC(=O)C(=O)CC1=Nc2ccccc2SC(c2cccc(C)c2)C1 (stereo not drawn),50,93*,92*,99*,98*,99*
O=C1C(Cc2ccccc2)C(=O)N2c3ccccc3C=CC2N1c1ccccc1 (stereo not drawn),1,14,13,5,8,-10
COc1ccc2c(N=[N+]=[N-])cc(C)nc2c1,-58,-1,-42,-17,20,2
c1ccc(Cc2nnc3n2CCC(c2ccccc2)S3)cc1 (stereo not drawn),2,1,-10,-11,0,5
[O-]c1c[n+](-c2cnc3ccccc3c2)no1,-31,7,11,6,7,-8
CC1CN(CC2COc3ccccc3O2)C(C)CN1 (stereo not drawn),58,17,62,57,34,53
CCOC(=O)C(C(=O)c1ccccc1)c1cc(NS(=O)(=O)c2ccccc2)ccc1O (stereo not drawn),-5,-9,3,-7,-1,1
Cc1ccccc1-n1c(N)c(-c2nc3ccccc3[nH]2)sc1=S,70*,71*,81*,68,80*,83*
S=C(S)N1CCN(c2cccc(Cl)c2)CC1,45,16,40,58,70*,47
Nc1ccc(/C=C/C(=O)O)cc1,11,-6,-9,12,10,3
O=C(NC(Cc1ccccc1)C(=O)NC(Cc1ccc(O)cc1)C(=O)O)OCc1ccccc1 (stereo not drawn),4,10,25,4,18,4
COC(=O)c1nc(N)nc(C(=O)OC)c1C(=O)c1ccc(Cl)cc1,36,-9,-9,-24,12,-14
C1=Cc2ccccc2Nc2ccccc21,2,-7,-2,-11,-24,-12
COC(=O)c1cc(-c2cccc3ccccc23)[nH]c(=O)c1C#N,19,0,9,18,22,-7
C/C(CCn1[nH]c(=O)ccc1=O)=N\NC(=O)C(=O)NN,3,-18,-5,-7,-8,2
C[C@H](CCC(=O)NCC(=O)O)[C@H]1CC[C@H]2[C@@H]3[C@H](O)C[C@@H]4C[C@H](O)CC[C@]4(C)[C@H]3CC[C@]12C,4,-13,14,0,6,0
CC(C)Nc1nc(N)nc(N)n1,-20,-18,-11,2,-5,-18
C=C(C)C1CC(=O)C(C)=C(O)C1 (stereo not drawn),13,-19,10,5,-2,15
O=C(c1ccccc1)C1C(=O)N(c2ccccc2)C(=O)N1c1ccccc1 (stereo not drawn),-2,4,-10,-8,-12,-1
COc1ccc(C2C3=C(CCCC3=O)Oc3cc4c(cc32)OCO4)c(OC)c1 (stereo not drawn),-6,19,4,-12,9,1
COc1ccn(C2OCCC(OC(C)=O)C2O)c(=O)n1 (stereo not drawn),-23,-24,-20,6,12,0
N#CC(C#N)=C(O)/C(=C/c1ccc([N+](=O)[O-])cc1)NC(=O)c1ccccc1,28,36,-6,13,55,60
O=C(O)c1cc(C(=O)C(=O)c2cc(C(=O)O)c(O)c3ccccc23)c2ccccc2c1O,0,-25,-32,-7,-19,-18
CCc1cccc(C(C)(C)C)c1NC(=S)N/C=C(/C#N)C(N)=O,14,-7,8,17,12,-16
CCCCCCCCCCCC[n+]1cc2ccccc2cc1C,87*,91*,92*,89*,91*,93*
CCc1ccc(NS(=O)(=O)c2ccc(F)cc2)cc1,-8,-26,-12,-3,17,-32
CSc1ccc(NC(=O)Nc2cc(C)ccc2Cl)cc1,-4,23,-2,26,20,41
COC(=O)C1OC(Sc2ncnc3nc[nH]c23)C(O)C(O)C1O (stereo not drawn),17,2,3,-1,5,7
COc1ccc(-c2cc(-c3cc(C)cc(Br)c3O)no2)cc1,-3,-13,-7,-11,14,-4
CC(C)c1ccc(O)c(=O)cc1,92*,95*,93*,93*,92*,93*
O=C(O)/C=C/C(=O)NCCc1ccccc1,-52,-6,-27,-7,-11,-2
c1ccc2cc(C3SCCS3)ccc2c1,-38,1,-9,-14,-1,-21
Cc1ccc(S(=O)(=O)OCC2(COS(=O)(=O)c3ccc(C)cc3)CCC2)cc1,-9,-8,-8,0,-15,16
C=CC(Br)(CBr)CCC(Cl)C(C)C (stereo not drawn),92*,91*,86*,91*,90*,90*
O=c1c2cc(Br)ccc2n(C2OC(CO)C(O)C(O)C2O)c(=S)n1-c1ccccc1 (stereo not drawn),35,28,31,32,25,50
CC(C)c1ccccc1NC(=O)N1CCC(C(C)C)CC1,-23,-43,-21,-30,-13,-7
Nc1c(N=Nc2ccc(-c3ccc(N=Nc4ccc(O)c(C(=O)O)c4)cc3)cc2)cc(S(=O)(=O)O)c2ccccc12,93*,97*,92*,95*,93*,91*
CCOC(=O)c1ccc(-n2c(C)nc3cc(Cl)ccc3c2=O)cc1,14,11,3,20,10,46
CCOc1ccccc1N=Nc1ccc2oc(=O)c(C(C)=O)cc2c1,3,0,-6,-7,28,8
CCO/C=C1/N=C(c2cc(OC)cc(OC)c2)OC1=O,-62,0,5,17,7,-5
O=C(O)CCCl,-34&-27,-16&8,-11&-9,-18&25,29&29,-1&-6
O=c1[nH]c(=O)c2nccnc2[nH]1,1,-1,9,-11,5,5
# Further compounds
SMILES,cln2 rad14,mec2-1,yeast rad50,sgs1 mgt1,mlh1 rad18,bub3
CC(C)NC(=O)OCc1c(COC(=O)NC(C)C)c(S(C)(=O)=O)n2c1CCC2,8,-5,4,-15,7,-1
CN(C)Cc1ccccc1COC(=O)/C=C/c1ccccc1,10,8,11,9,9,7
C/C=C\C(=O)N1c2ccccc2CC1c1c[nH]c2ccccc12 (stereo not drawn),3,8,18,9,-10,-6
C/C=C/C#C/C=C1/C=CC(=O)O1,37,-1,-6,-7,10,34
Cc1[nH]c2ccccc2c1-c1ccccc1,99*,100*,99*,99*,100*,99*
O=C1C(=O)c2ccccc2C(O)=C1c1ccc(Br)cc1,-5,-10,9,-3,-9,-4
O=C(CC(O)(CC(=O)OCc1ccccc1)C(=O)OCc1ccccc1)OCc1ccccc1,98*,100*,99*,99*,99*,99*
Cc1ccc(NC(=S)N(C)C)cc1C,.,-26,-3,.,1,.
CN(CC(=O)O)c1ccc(/C=C/c2ccnc3ccccc23)cc1,-46,33,15,59,50,52
CN1C(=O)Cn2c(n[nH]c(=O)c2=O)-c2cc(Cl)ccc21,-36,12,-22,10,6,13
CCN(Cc1ccc(S(=O)(=O)O)cc1)c1cccc(S(=O)(=O)O)c1,-21,26,14,18,9,-18
Nc1ccc(C(=O)Nc2ccccn2)cc1,-28,-10,-9,-13,-3,3
Cc1ccc2c(c1)C(O)(c1ccccc1)CCS2 (stereo not drawn),71*,77*,90*,92*,94*,87*
COC1OC(COS(=O)(=O)c2ccc(C)cc2)C(OS(=O)(=O)c2ccc(C)cc2)C1OCc1ccccc1 (stereo not drawn),-16,3,-2,4,-1,-1
CN=Cc1ccccc1O.CN=Cc1ccccc1O.[Cu+2],-74,-9,7,-11,3,-2
Cc1cc2c(cc1S(=O)(=O)O)C1C(C3C2C2(Cl)C(Cl)=C(Cl)C3(Cl)C2(Cl)Cl)C2(Cl)C(Cl)=C(Cl)C1(Cl)C2(Cl)Cl (stereo not drawn),61,74*,82*,87*,79*,71*
O=C1OC(/C=C\c2ccccc2)=NC/1=C\c1cc(Cl)cc(Cl)c1O,33,25,26,35,32,14
O=C(/C=C/c1ccccc1Cl)c1cccc2ccccc12,4,3,7,15,6,-1
Cc1ccc(-c2nc3ccccc3c(=O)n2/N=C/c2ccc(Cl)cc2Cl)cc1,11,4,9,8,21,7
O=C(CC1CCCCC1)OCC1CCCO1 (stereo not drawn),-4,-26,-7,-18,5,-7

# A portion taken from the entries so far:
SMILES,cln2 rad14,mec2-1,yeast rad50,sgs1 mgt1,mlh1 rad18,bub3
CC(C)NC(=O)OCc1c(COC(=O)NC(C)C)c(S(C)(=O)=O)n2c1CCC2,8,-5,4,-15,7,-1
CN(C)Cc1ccccc1COC(=O)/C=C/c1ccccc1,10,8,11,9,9,7
C/C=C\C(=O)N1c2ccccc2CC1c1c[nH]c2ccccc12 (stereo not drawn),3,8,18,9,-10,-6
C/C=C/C#C/C=C1/C=CC(=O)O1,37,-1,-6,-7,10,34
Cc1[nH]c2ccccc2c1-c1ccccc1,99*,100*,99*,99*,100*,99*
O=C1C(=O)c2ccccc2C(O)=C1c1ccc(Br)cc1,-5,-10,9,-3,-9,-4
O=C(CC(O)(CC(=O)OCc1ccccc1)C(=O)OCc1ccccc1)OCc1ccccc1,98*,100*,99*,99*,99*,99*
Cc1ccc(NC(=S)N(C)C)cc1C,.,-26,-3,.,1,.
CN(CC(=O)O)c1ccc(/C=C/c2ccnc3ccccc23)cc1,-46,33,15,59,50,52
CN1C(=O)Cn2c(n[nH]c(=O)c2=O)-c2cc(Cl)ccc21,-36,12,-22,10,6,13
CCN(Cc1ccc(S(=O)(=O)O)cc1)c1cccc(S(=O)(=O)O)c1,-21,26,14,18,9,-18
Nc1ccc(C(=O)Nc2ccccn2)cc1,-28,-10,-9,-13,-3,3
Cc1ccc2c(c1)C(O)(c1ccccc1)CCS2 (stereo not drawn),71*,77*,90*,92*,94*,87*

# (cont.)
SMILES,cln2 rad14,mec2-1,yeast rad50,sgs1 mgt1,mlh1 rad18,bub3
COc1cc(C(=O)O)c(O)c(C(C)(C)C)c1,-2,4,19,18,8,5
Nc1c2ccccc2nc2ccc3c(=O)cc(-c4ccccc4)oc3c12,22,19,21,-12,-73,11
Cc1cc(=O)oc2c(CNC(CC(C)C)C(=O)O)c(O)ccc12 (stereo not drawn),-16,-32,-52,-47,-63,-25
O=C(Cc1nc2ccccc2s1)Nc1cccc(C(F)(F)F)c1,93*,94*,92*,95*,93*,92*
Nc1c(O)c(Cl)cc(Cl)c1Cl,75*,99*,96*,97*,99*,98*
CCOC(=O)Nc1ccc2c(c1[N+](=O)[O-])c1cc([N+](=O)[O-])cc([N+](=O)[O-])c1n2CC,13,-3,21,-27,-2,-4
COc1ccc(-c2coc3c4c(c5c(c3c2=O)OC(C)(C)CC5)OC(C)(C)C=C4)cc1OC,38,11,11,16,40,18
COC(=O)NCC1OCC2OC(C)(C)OC12 (stereo not drawn),-63,3,15,-11,9,15
O=S(=O)(Cl)c1cc(Cl)ccc1Cl,-72,-20,25,-17,-4,-4
COc1cc2cc(c1Cl)N(C)C(=O)C[C@H](OC(=O)[C@H](C)N(C)C(C)=O)[C@]1(C)O[C@H]1[C@H](C)[C@@H]1C[C@@](O)(NC(=O)O1)[C@H](OC)C=C/C=C(\C)C2,14,-11,12,7,25,6
Nc1ccc(C(=O)/C=C/c2ccccc2)cc1,9,85*,68,78*,96*,94*
Cc1c2cnccc2c(C)c2c1c1ccccc1n2CCCCCC#N,98*,99*,99*,99*,99*,99*
CCOC(=O)/C=C(/c1cc(C)[nH]c1C)N(CC)CC,-32,-5,-3,13,-7,-7

# The order is random; 14% or so of the library scored in one or more.
